Assay outcomes as filed in PubChem BioAssay.
Pf Dd2 growth – blocks in vitro growth of P. falciparum Dd2; P. falciparum Dd2 growth, SYBR Green, 72 h; Potency, µM (top dose mostly 28.9 µM), for the others: at the top dose activity, negative = inhibition, usual class: inhibitors; 4.3% of 120,000 active; AID 1347417; active = well fitted inhibition curve with a large enough effect; inconclusive = small, poorly fitted or top-dose-only effect; inactive = no such curve, though single readings can be large or run the other way;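 also: plate controls were DMSO vehicle for no effect and reference drug for full effect; nearly all actives have a fitted effect of over 65% in size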
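Infected erythrocytes (Dd2, 0.3% parasitemia, 2.5% hematocrit final) are added to compound in RPMI-1640/Albumax II medium, grown 72 h at 37C in low oxygen, then lysed with saponin/Triton-X containing SYBR Green and read by fluorescence.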
An asterisk follows results filed as active; i = inactive; ? = inconclusive; ! = not confirmed by another sample; [ ] = another dose, or the depositor's remark. Potency is read from the fitted curve at half-maximal effect. These rows are one share of the data. The share of hits here may be higher or lower than overall.

no.	SMILES	Pf Dd2 growth
1	COC[C@@H]1CN(Cc2cccc(OC)c2OC)C[C@H]1C(=O)NC1CC1	4%
2	CCC1=C(C(=O)OC)C(c2ccccc2Cl)N2C(CC(=O)NCC3CCCO3)=CSC2=N1 (stereo not drawn)	?
3	COC(=O)[C@H](NC(=O)[C@@H]1[C@@H](NC(=O)Nc2cccc(SC)c2)CCN1C(=O)c1cccn1C)C(C)C	i
4	Cc1nc(N2CCCC2)c2c(C(=O)Nc3ccc(C)c(Cl)c3)c(C)oc2n1	?
5	Cc1ccc(-c2cc(N3CCCN(C(=O)COc4ccc(F)cc4)CC3)n[nH]2)cc1C	?
6	CCOC(=O)c1ccc(NS(=O)(=O)c2cc(-c3onc(C)c3C)ccc2C)cc1	i
7	CCOc1ccc(CCNC(=O)Cn2ncc3c(=O)oc4ccc(C)cc4c32)cc1	-9%
8	CCC(=O)C1=C(c2cccc(OC)c2)N(C(=O)CC)n2c(nnc2C2CCCCC2)S1	2.8µM*
9	CC(=O)c1ccc(N2CCC(Oc3ccc(C)cc3)(C(=O)O)CC2)nc1	-4%
10	CC(=O)c1cccc(NC(=O)CCS(=O)(=O)c2ccc3c(c2)n(C)c(=O)c(=O)n3C)c1	18%
11	COc1ccc(C(=O)NC2CCN(c3ccc(=O)n(C)n3)CC2)c(OC)n1	-23%
12	COC(=O)[C@@H]1Cc2c([nH]c3ccccc23)[C@H]2C[C@@H](NCCCn3ccnc3)C[C@@H](c3ccc(F)cc3)N21	?
13	CCCCN1C(=O)c2ccccc2C(C(=O)NC2CC2)C12CCCCC2 (stereo not drawn)	?
14	CCCN(CCC)C(=O)Cn1c(=O)n(CCCCCC(=O)Nc2ccccc2)c(=O)c2sccc21	-18%
15	Cc1ccccc1Oc1ncccc1CNC(=O)c1cnn2ccccc12	-17%
16	Cc1ccc2nc(-c3ccc(NC(=O)COc4ccccc4C(C)(C)C)cc3)sc2c1	9%
17	Cn1cc(C(=O)N2CCC(N(Cc3cccnc3)C3CCOCC3)CC2)cn1	15%
18	Cn1ccnc1CN1C[C@@H](F)[C@@H](OCc2nc3ccncc3[nH]2)C1	-10%[44.1 µM]
19	CCCS(=O)(=O)N1CCCCCCNC(=O)[C@@H]2CCC[C@@H]21	4%
20	Cc1ccc(CN2C(=O)NC3(CCN(C(=O)c4ccncc4)CC3)C2=O)cc1	8%
21	COc1cc(CN2CCN(S(=O)(=O)c3ccc(NC(C)=O)cc3)CC2)cc(OC)c1OC	-15%
22	CC[C@H]1CN(C(=O)c2cccnc2)CC[C@H]1CC(=O)NCc1ccc(OC)c(OC)c1	-17%[44.1 µM]
23	COCC(NC(=O)c1cc(S(N)(=O)=O)ccc1F)c1ccnn1C (stereo not drawn)	-4%
24	O=C(Nc1ccccc1)N1CCCC(c2nn(-c3ccc(Cl)cc3)c(=O)[nH]2)C1 (stereo not drawn)	?
25	COc1ccc(OC)c(C2NC(=O)NC(C)=C2C(=O)Nc2ccc(F)cc2)c1 (stereo not drawn)	-12%
26	CC1=C[C@@H](CNC(=O)C2CCCCC2)[C@H](C(C)C)C[C@H]1Cc1nc2ccc(F)cc2[nH]1	?
27	CN1CCN(C(=O)c2cccs2)CC12CCNC(=O)CC2 (stereo not drawn)	-10%
28	CO[C@H]1C(=O)N(C2CCN(C(=O)c3n[nH]c4ccccc34)CC2)[C@H]1c1ccncc1	10%
29	COc1cc(C(=O)NCc2ccc3c(c2)CCN3C(=O)c2ccc(Cl)cc2)cc(OC)c1OC	-9%
30	CN1CC2(CCN(c3nc(-c4ccccc4)no3)CC2)CC(c2ccccc2)C1=O (stereo not drawn)	?

Exported as labelled records: part of the list above
26	CC1=C[C@@H](CNC(=O)C2CCCCC2)[C@H](C(C)C)C[C@H]1Cc1nc2ccc(F)cc2[nH]1
  Pf Dd2 growth: ?

19	CCCS(=O)(=O)N1CCCCCCNC(=O)[C@@H]2CCC[C@@H]21
  Pf Dd2 growth: 4%

28	CO[C@H]1C(=O)N(C2CCN(C(=O)c3n[nH]c4ccccc34)CC2)[C@H]1c1ccncc1
  Pf Dd2 growth: 10%

7	CCOc1ccc(CCNC(=O)Cn2ncc3c(=O)oc4ccc(C)cc4c32)cc1
  Pf Dd2 growth: -9%

(list continues)
no.	SMILES	Pf Dd2 growth
31	COc1ccccc1N1CCN(c2ccc(=O)n(CC(=O)Nc3cc(F)ccc3C)n2)CC1	33%[activator]
32	CN(C)CC1(O)CCC2(CCN(C(=O)c3[nH]nc4c3COc3ccccc3-4)CC2)CC1	?
33	O=C(NCCc1nccc(-c2ccccc2)n1)[C@H]1CCC[C@H](O)C1	-19%
34	COc1ccc2c(c1)C1(CCN(C(=O)Nc3ccc4c(c3)OCO4)C1)C(=O)N2C (stereo not drawn)	i
35	CN1C[C@@H](NS(=O)(=O)c2ccc(C#N)cc2)C[C@H]1c1nc(-c2ccncc2)no1	i
36	CN1c2cccnc2CN(C2CCCCC2)CC[C@H]1CO	-20%[44.1 µM]
37	CNC(=O)[C@@H](c1ccccc1)N1CCC[C@H]1C(=O)NCc1ccncc1	12%[44.1 µM]
38	CN1[C@@H](CCC(=O)N2CCc3ccccc32)CNC(=O)[C@@H]2[C@H]1CCN2Cc1cccs1	?
39	Cc1cc(C(=O)NCC(C)C)c2c(C3CCCN3)noc2n1 (stereo not drawn)	-15%
40	COCCNC(=O)[C@@H]1C[C@@H](O)CN1C1CCN(C(=O)C2(c3ccccc3)CC2)CC1	-11%
41	CCN(C(=O)CN1C=C(C(=O)OC)C(C)=NS1(=O)=O)c1cccc(C)c1	?
42	O=C(Nc1ccccc1Br)C1CCCN(S(=O)(=O)c2cccc3nsnc23)C1 (stereo not drawn)	6%
43	COC(=O)N1CCCC2(C1)C(=NC1CCCC1)NC(=O)N2c1cc(F)cc(F)c1 (stereo not drawn)	i
44	COc1ccc(S(=O)(=O)c2c(SC)nn(Cc3ccccc3C)c2NC(C)=O)cc1	22%
45	c1ccc(Nc2cc3c(cn2)CN(Cc2ccc4[nH]ccc4c2)CCN3)cc1	?
46	CCCCOc1ccc(C2=NC(c3cccs3)=Nc3ccc(CC)cc3N2)cc1	?
47	Cc1ccc2nc(CO[C@H]3CN(Cc4ccc(S(C)(=O)=O)cc4)C[C@H]3F)[nH]c2c1	i
48	Cc1ccc(CN2CCC3(Cc4ccccc4CNC3=O)C2)cc1 (stereo not drawn)	?
49	Cc1cc2ncc(C(=O)NC3CCCCCC3)cn2n1	-4%[44.1 µM]
50	N#Cc1cccc(-c2ccnc(N[C@H]3CO[C@H]4[C@@H]3OC[C@H]4OC(=O)Nc3ccc(Oc4ccccc4)cc3)n2)c1	?
51	CN1CC(=O)N(C2CCCNC2)Cc2c(NCCc3ccccn3)ncnc21 (stereo not drawn)	4%
52	O=C(O)c1ccc(NCc2nc3c(n2Cc2ccccc2)C(=O)N(CC2CCOCC2)CCN3)cc1	i
53	Cc1nnc(-c2cc(-c3ccc(N4CCOCC4)cc3)ccn2)n1Cc1ccccc1	?
54	C1CC(C2CCN(C3CNC3)CC2)CN1 (stereo not drawn)	-4%
55	Cc1nc2c(c(=O)[nH]1)CCN(C(=O)CCc1n[nH]c3c1CCCC3)C2	-21%
56	COc1ccccc1-c1cnc2n[nH]c(-c3ccccc3)c2n1	i
57	CN(C)C(=O)C1CN(Cc2cccnc2)CC12CCOCC2 (stereo not drawn)	8%
58	Cc1onc(-c2ccccc2Cl)c1C(=O)N1CCCC2(CNC(=O)O2)C1 (stereo not drawn)	5%
59	COc1ccc(C(=O)NC2CCN(c3cc(-c4ccc(F)cc4)[nH]n3)C2)c(C)c1 (stereo not drawn)	i
60	Cn1ccnc1CN1C[C@@H](F)[C@@H](OCc2nc3ccccc3[nH]2)C1	34%[activator][44.1 µM]

Remaining list, next part
no.	SMILES	Pf Dd2 growth
61	Cn1c(=O)n(C)c2cc(N3CCOCC3)c(NC(=O)c3ccc(Cl)cc3)cc21	?
62	O=C(O)C(c1ccc2c(c1)OCCO2)N1CCCN(c2ncccn2)CC1 (stereo not drawn)	-5%
63	CNC(=O)N1CCC(C2CCN(C(=O)c3ccc4ccccc4n3)C2)CC1 (stereo not drawn)	?
64	O=[S+]1([O-])NCC2(CCN(Cc3ccccc3)CC2)Nc2ccccc21	?
65	CC(C)(O)CCc1ccc(C(=O)NCc2noc(-c3ccco3)n2)cc1	?
66	O=C(c1ccccc1F)N1CCC2(C1)C(=NC1CCCCC1)NC(=O)N2c1cc(F)cc(F)c1 (stereo not drawn)	-4%
67	c1ccc(-c2nnc3ccc(Nc4ccc(N5CCOCC5)cc4)nn23)nc1	i
68	Cc1nc2cccnc2n1CC1CCCN(S(=O)(=O)c2cc(F)ccc2F)C1 (stereo not drawn)	i
69	COc1ccc(C(=O)NCCn2cc(SCC(=O)Nc3ccc(C)cc3)c3ccccc32)cc1	-28%
70	CN1CCN(C(=O)Cc2c[nH]c3ncc(-c4cccc(OC(F)(F)F)c4)cc23)CC1	i
71	c1ccc(-c2ncn(CC3CCCO3)c2-c2cccc3cnccc23)cc1 (stereo not drawn)	-12%
72	OC(c1nc(Nc2ccc(Cl)cc2)n[nH]1)C1CC1 (stereo not drawn)	i
73	O=C(c1cccc(-n2cnnc2)c1)N(Cc1ccc2[nH]ccc2c1)C1CC1	?
74	COC1C(=O)N(CC2CC2)C12CCN(S(=O)(=O)c1c(C)nn(C)c1C)CC2 (stereo not drawn)	-1%
75	Cc1nn2c(c1-c1ccccc1[S+](C)(=O)[O-])N(C(=O)c1cccc(Cl)c1)CCC2	-12%[44.1 µM]
76	O=C(CN1C(=O)C2(SCC(=O)N2c2ccc(F)c(F)c2)c2ccccc21)NCCc1ccccc1 (stereo not drawn)	?
77	O=C(C1CC1)N1CCC(c2noc(-c3cccnc3)n2)C1 (stereo not drawn)	8%[5.79 µM]
78	COC[C@H]1CCCN1Cc1nc(C2(O)CCN(C(C)C)CC2)cs1	?
79	COc1ccc(CN2C(=O)CO[C@H](c3ccc(NS(=O)(=O)c4ccc(F)cc4)cc3)[C@H]2CO)cc1	-29%
80	O=C(Cc1cccc(F)c1)N1CCC(c2nc(C3CCOCC3)no2)CC1	i
81	O=C(Nc1cccc(-c2nnc3n2CCCC3)c1)c1ccccc1F	?
82	COc1cc2c(cc1OC1CCCC1)NC(=O)C21CCN(C(=O)c2cccc(O)c2)CC1	?
83	COC[C@H]1CCCN1Cc1nc(C2(O)CCN(CC3CCCCC3)CC2)cs1	10µM*
84	CC(C)Oc1ccc(CNC(=O)C2CCN(C(=O)N3CC(C)Oc4ccccc43)CC2)cc1 (stereo not drawn)	?
85	CCC(CC)C(=O)OCc1cc(=O)n2nc(C3CCCCC3)sc2n1	29%
86	Cc1noc([C@@H](C)NC(=O)NC2(c3ccccc3)CCOCC2)c1C(=O)O	13%[44.1 µM]
87	COc1cc(CNC(=O)c2cc3cn(C(C)C)cc3s2)cc(OC)c1	13µM*
88	O=C(Nc1ccc([C@H]2OCC(=O)N(Cc3ccc(F)cc3)[C@@H]2CO)cc1)c1ccco1	i
89	COc1ccccc1C(=O)N1CCN(c2cc(-c3cccs3)[nH]n2)CC1	i
90	O=c1[nH]c(C2CCCN(Cc3ccc(-c4ccccc4)cc3)C2)nc2ccc(F)cc12 (stereo not drawn)	8.9µM*!

Reformatted: 2 of the compounds above
[83] COC[C@H]1CCCN1Cc1nc(C2(O)CCN(CC3CCCCC3)CC2)cs1
  Pf Dd2 growth: 10µM*

[84] CC(C)Oc1ccc(CNC(=O)C2CCN(C(=O)N3CC(C)Oc4ccccc43)CC2)cc1 (stereo not drawn)
  Pf Dd2 growth: ?

(cont.)
no.	SMILES	Pf Dd2 growth
91	CN(C)S(=O)(=O)N1CCOC(c2ccc(Cl)c(Cl)c2)C1 (stereo not drawn)	?
92	Cc1noc(-c2cccs2)c1C(=O)NCc1ccccc1Cl	-16%
93	c1cn(-c2ccc(OCC3CCCO3)cc2)c(-c2cc3n(n2)CCNC3)n1 (stereo not drawn)	-4%
94	Cc1ccc(C(=O)N2CCC(c3nn(-c4ccc(Cl)cc4)c(=O)[nH]3)CC2)cc1	-20%
95	CCn1ccc(C(=O)N2CCc3c(nc(-c4ccc(OC)cc4)[nH]c3=O)C2)n1	-29%
96	O=C(c1cc(-c2ccc(O)cc2)n[nH]1)N1CCCC(CCc2ccc(F)cc2)C1 (stereo not drawn)	?
97	CN(Cc1noc(C2CCCC2)n1)c1cc(C2CC(O)C2)ncn1 (stereo not drawn)	4%
98	CC1(C)C(C(=O)N2CCCC(CNC(=O)c3ccc(F)cc3)C2)C1(C)C (stereo not drawn)	-11%
99	COc1ccc(C(=O)Oc2c(Sc3ccc(C)cc3)c(C)nn2C(C)(C)C)cc1OC	i
100	CCc1nc(CN(C)C(=O)C2C3C(=O)N(c4ccc(F)cc4)C[C@@]34C=C[C@@H]2O4)no1 (stereo partly drawn)	-14%
101	COc1ccc(CNC(=O)c2ccc3c(c2)nc2n3CCCCC2)c(OC)c1	-13%
102	COCCOC1CCN(C(=O)COc2ccccc2)CC1	3%
103	Cc1ccc2[nH]c3c(=O)n(CC(=O)NC(C)C)ncc3c2c1	52%[activator]
104	CC(C)c1nc(C2Cc3ccccc3N2C(=O)C2CC2)no1 (stereo not drawn)	?
105	Cn1cnc([S+](=O)([O-])NC2CCN(C(=O)N3CC4CC(C3)[C@H]3CCCC(=O)N3C4)CC2)c1 (stereo partly drawn)	13%
106	CN1C[C@H]2CN(Cc3c[nH]c4ccccc34)CCN2C1=O	-11%[44.1 µM]
107	CC(C)NC(=O)C1CN(Cc2ccccc2)C(=O)N1 (stereo not drawn)	16%[44.1 µM]
